tuberculosis growth: growth inhibition of non-replicating M. tuberculosis (AID 488890). Mycobacterium tuberculosis non-replicating, growth inhibition; higher % means a stronger effect. 320,000 tested, 0.39% active. one-dose inhibition, % at 25 µM; IC50 in µM for titrated hits; in the data active = a potency from the dose series; inconclusive = inhibition mostly from about 82% at the one dose, without a potency; inactive = the rest, 99 in 100 with inhibition below about 76%;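 also: plate controls were DMSO cells for no effect and high antibiotic wells for full effect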
H37Rv inhibition: M. tuberculosis growth inhibition, HTS (AID 449762); 330,000 tested, 0.59% active; one-dose inhibition, % at 25 µM; IC50 in µM for titrated hits; M. tuberculosis H37Rv growth inhibition, 7H9 media; higher % means a stronger effect; in the data active = a potency from the dose series; inconclusive = inhibition above about 70% without an active follow-up result;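 also: bacterial growth assessed after seven days of incubation; strong numbers were not always called active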
VEEV TC-83 Vero: inhibitors of VEEV TC-83 cytopathic effect, confirmation, Vero cells (AID 588727). Vero cells, VEEV TC-83 cytopathic effect inhibition; higher % means a stronger effect. inhibition, % at 20 µM; hits with a dose series show IC50 in µM. 350,000 tested, 0.13% active; in the data active = a potency from the dose series; inconclusive = inhibition mostly from about 14% at the one dose, without a potency; inactive = the rest, 99 in 100 with inhibition below about 12%; also: strong numbers were not always called active
Salmonella PhoP GFP: PhoP regulon inhibitors, Salmonella typhi PhoP promoter GFP reporter, confirmatory (AID 1850); Salmonella Typhi PhoP-promoter GFP reporter, fluorescence, 4 h; higher % means a stronger effect; inhibition, % at 50 µM, or IC50 in µM where a hit was titrated; 310,000 tested, 0.33% active; in the data active = a potency from the dose series; inconclusive = inhibition mostly from about 25% at the one dose, without a potency; inactive = the rest, 99 in 100 with inhibition below about 19%;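 also: 0% = induced wells with vehicle and 100% = uninduced wells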
influenza NS1A: H1N1 influenza NS1A inhibitors, functional cell based assay (AID 504329); NS1A functional cell-based assay, percent inhibition; higher % means a stronger effect; 340,000 tested, 0.3% active; one-dose inhibition, % at 12.5 µM; IC50 in µM for titrated hits; in the data active = a potency from the dose series; inconclusive = inhibition above about 27% without an active follow-up result; also: strong numbers were not always called active
VEEV TC-83 Vero 10K pilot screen: also measured in VEEV TC-83 Vero; calls as there; inhibition, %; measured here: 10K pilot screen inhibition
* marks the source's active call; other numbers are inactive results. Compounds as they come (roughly 1.5% active in at least one column).

Screening COCCCN(C(=O)c1cccnc1SC)c1c(N)n(Cc2ccccc2)c(=O)[nH]c1=O returned tuberculosis growth 2%, H37Rv inhibition -11%, VEEV TC-83 Vero 1.6%, Salmonella PhoP GFP -7% and influenza NS1A 2%.
CCn1cc(/C=C(\NC(=O)c2ccccc2)C(=O)N2CCOCC2)c2ccccc21 was read as VEEV TC-83 Vero 2.6% and influenza NS1A 0%.
Screening CCOC(=O)C1CCCN(S(=O)(=O)c2ccc3c(c2)N(C)C(=O)CC(=O)N3C)C1 (centres undefined) returned tuberculosis growth 0%, H37Rv inhibition -5%, VEEV TC-83 Vero 1.8%, Salmonella PhoP GFP -6% and influenza NS1A 8%.
Screening NC(=O)c1ccc(C(=O)c2ccc([N+](=O)[O-])cc2)cc1 returned tuberculosis growth 67%, H37Rv inhibition -6%, VEEV TC-83 Vero 6.1%, Salmonella PhoP GFP -11% and influenza NS1A -5%.
For O=C(CCCn1c(=O)oc2ccccc21)NC1CCCCCC1 the results were tuberculosis growth 11%, H37Rv inhibition -5% and Salmonella PhoP GFP 2%.
`Cc1ccc(S(=O)(=O)N[C@H](C(=O)N2CCC3(O)CCCCC3C2)c2ccccc2)cc1` (some centres undefined) gave tuberculosis growth 31%, H37Rv inhibition 2%, VEEV TC-83 Vero 2.2%, Salmonella PhoP GFP -5%, influenza NS1A -4% and VEEV TC-83 Vero 10K pilot screen 2.1.
`CCOc1ccccc1N1CCN(CC(=O)Nc2ccnn2C2CCCC2)CC1` gave tuberculosis growth 16%, H37Rv inhibition 5%, VEEV TC-83 Vero 3.4% and influenza NS1A -11%.
Screening CN/C(=C\[N+](=O)[O-])NCCSCc1csc(CN(C)C)n1 returned tuberculosis growth -1%, H37Rv inhibition -5%, VEEV TC-83 Vero 0.1%, Salmonella PhoP GFP 20% and influenza NS1A -5%.
Screening Cc1cccc(N=[N+]([O-])c2cccc(C)n2)n1 returned VEEV TC-83 Vero 0.2% and influenza NS1A -10%.
For CC(=O)Cc1cc(=O)c2c(C)cc(O)c(C3OC(CO)C(O)C(O)C3O)c2o1 (centres undefined) the results were tuberculosis growth -13%, H37Rv inhibition -6%, VEEV TC-83 Vero inactive, Salmonella PhoP GFP 6% and influenza NS1A 5%.
`C/C(=N\NC(=O)c1ccc(N2CCCC2=O)cc1)c1ccncc1` gave tuberculosis growth -8%, H37Rv inhibition 2%, VEEV TC-83 Vero 0.3%, Salmonella PhoP GFP 11% and influenza NS1A -24%.
Screening CCC1=Nc2cc(C(=O)NCCN3CCOCC3)ccc2Sc2ccc(C)cc21 returned tuberculosis growth 6%, H37Rv inhibition -1%, VEEV TC-83 Vero 0.7%, Salmonella PhoP GFP -9% and influenza NS1A -1%.
Screening Cc1ccc(S(=O)(=O)/N=C(\c2ccc(F)cc2)n2c(C)nc3ccccc32)cc1 returned tuberculosis growth -7%, H37Rv inhibition 7%, VEEV TC-83 Vero 1.8%, Salmonella PhoP GFP 0% and influenza NS1A 8%.
`O=C(CSc1nc2ccccc2[nH]1)Nc1ccc2c(c1)CCC2` gave tuberculosis growth 61%, H37Rv inhibition inconclusive, VEEV TC-83 Vero 0.8%, Salmonella PhoP GFP 13% and influenza NS1A 5%.
Cc1ccc(C(=O)CCC(=O)OCC(=O)N2c3ccccc3NC(=O)C2(C)C)cc1 was read as VEEV TC-83 Vero 5.9% and influenza NS1A -7%.
`CN(c1ccccc1)S(=O)(=O)c1cccc(NC(=O)CN2CCc3ccccc3C2)c1` gave tuberculosis growth 11%, H37Rv inhibition -19%, VEEV TC-83 Vero inactive, Salmonella PhoP GFP -4% and influenza NS1A 2%.
`Clc1nc2nc3n(c2nc1Cl)CCC3` gave tuberculosis growth -15%, H37Rv inhibition 8%, VEEV TC-83 Vero 0.1%, Salmonella PhoP GFP 4% and influenza NS1A -17%.
For CC1(C)CC(=O)c2c(-c3cccs3)n[nH]c2C1 the results were tuberculosis growth -4%, H37Rv inhibition -5%, VEEV TC-83 Vero 2.6%, Salmonella PhoP GFP -4% and influenza NS1A -3%.
`COc1cc(C2Nc3ccccc3C(=O)N2c2ccc3c(c2)OCCO3)ccc1OCC(C)C` (centres undefined) gave tuberculosis growth 14%, H37Rv inhibition -6%, VEEV TC-83 Vero 9.2%, Salmonella PhoP GFP -4% and influenza NS1A -19%.
Screening CCCN(CCC)CCCNC(=O)c1cn(C)c2ccc(S(=O)(=O)N(C)C3CCCCC3)cc2c1=O returned tuberculosis growth 15%, H37Rv inhibition 7%, VEEV TC-83 Vero 0.5%, Salmonella PhoP GFP 4% and influenza NS1A 9%.
`CCOC(=O)N1CCN(C(=O)C(NC(=O)c2ccco2)C(C)C)CC1` (centres undefined) gave tuberculosis growth -6%, H37Rv inhibition 54%, VEEV TC-83 Vero 0.2%, Salmonella PhoP GFP 7% and influenza NS1A 2%.
Screening O=C1NC(c2cccc([N+](=O)[O-])c2)Oc2ccccc21 (centres undefined) returned tuberculosis growth -4%, H37Rv inhibition 1%, VEEV TC-83 Vero 0.2%, Salmonella PhoP GFP 5%, influenza NS1A 3% and VEEV TC-83 Vero 10K pilot screen 1.0.
For CCOc1ncccc1C(=O)OCC(=O)Nc1cc(S(=O)(=O)N(CC)CC)ccc1C the results were tuberculosis growth -13%, H37Rv inhibition -6%, VEEV TC-83 Vero 5.9%, Salmonella PhoP GFP 5% and influenza NS1A -5%.
`COC(=O)c1ccccc1N1C(=O)[C@@H]2C(c3ccc(Br)cc3)=NO[C@@H]2C1=O` gave tuberculosis growth 11%, H37Rv inhibition 2%, VEEV TC-83 Vero 1.0%, Salmonella PhoP GFP 12% and influenza NS1A -2%.
For Cc1ccc2oc(=O)n(CCOc3ccccc3C)c2c1 the results were tuberculosis growth 12%, H37Rv inhibition 8%, VEEV TC-83 Vero inactive, Salmonella PhoP GFP -16% and influenza NS1A -6%.
Screening CC(C)N1CCC(N2CCN(CCCc3ccccc3)CC2CCO)CC1 (centres undefined) returned tuberculosis growth -17%, H37Rv inhibition -6%, VEEV TC-83 Vero inactive, Salmonella PhoP GFP 3% and influenza NS1A 0%.
For N#CC1=C(Nc2ccccc2Cl)SC(c2ccccc2O)NC1=O (centres undefined) the results were tuberculosis growth 13%, H37Rv inhibition -6%, VEEV TC-83 Vero 0.9%, Salmonella PhoP GFP -10% and influenza NS1A 2%.
Screening Cn1c(=O)[nH]c(=O)c2c1nc(N/N=C/C(Br)=C/c1ccccc1)n2CCO returned tuberculosis growth 11%, H37Rv inhibition 0%, VEEV TC-83 Vero 2.3%, Salmonella PhoP GFP -20% and influenza NS1A 4%.
`O=C(Nc1ccc(F)cc1)C(c1ccccc1)N1CCN(CC(=O)N2CCCC2)CC1` (centres undefined) gave tuberculosis growth 5%, H37Rv inhibition -5%, VEEV TC-83 Vero 0.1% and influenza NS1A -1%.
CN(c1ccccc1C(=O)O)S(=O)(=O)c1ccc2[nH]c(=O)[nH]c2c1 was read as tuberculosis growth -12%, H37Rv inhibition 5%, VEEV TC-83 Vero 1.3%, Salmonella PhoP GFP 3% and influenza NS1A -4%.
COC(=O)c1cc(-c2ccc(NC(C)=O)cc2)nc2ccccc12 was read as tuberculosis growth -14%, H37Rv inhibition 3%, VEEV TC-83 Vero 1.9%, Salmonella PhoP GFP -1% and influenza NS1A -6%.
C=CC[C@H](CC(=O)NCCO)C(=O)NC[C@@H](OC(=O)[C@H](CC=C)CC(=O)OC(C)(C)C)c1ccccc1 was read as tuberculosis growth 4%, H37Rv inhibition 5%, VEEV TC-83 Vero inactive and influenza NS1A -6%.
COc1ccc(CCNC(=O)CCC(=O)n2ncc3ccc(Cl)cc32)cc1OC was read as tuberculosis growth -6%, H37Rv inhibition -2%, VEEV TC-83 Vero 1.1%, Salmonella PhoP GFP -2% and influenza NS1A 4%.
Screening O=C(NCC1CCCO1)C1CCN(c2ccc(S(=O)(=O)N3CCCC3)cc2)CC1 (centres undefined) returned tuberculosis growth 9%, H37Rv inhibition -8%, VEEV TC-83 Vero 0.5%, Salmonella PhoP GFP -6% and influenza NS1A 20%.
For O=C(N/N=C/c1cccc(C(F)(F)F)c1)c1ccc(O)cc1 the results were H37Rv inhibition 3%, VEEV TC-83 Vero 2.3%, Salmonella PhoP GFP 6% and influenza NS1A 6%.
For CCOC(=O)C1(Cc2cccc(F)c2)CCN(C(=O)c2ccoc2C)CC1 the results were tuberculosis growth -9%, H37Rv inhibition -13%, VEEV TC-83 Vero 5.8%, Salmonella PhoP GFP -4% and influenza NS1A -9%.
COC(=O)c1nn(-c2ccccc2)c(Sc2ccccc2)c1/C=N/O was read as tuberculosis growth -5%, H37Rv inhibition -4%, VEEV TC-83 Vero 8.7%, Salmonella PhoP GFP 6% and influenza NS1A -5%.
Clc1ccc(Cn2cnc3ccccc32)cc1 was read as tuberculosis growth 33%, H37Rv inhibition 10%, VEEV TC-83 Vero 0.3%, Salmonella PhoP GFP 8% and influenza NS1A -3%.
O=c1/c(=C\c2cccnc2)sc2nc3ccccc3n12 was read as VEEV TC-83 Vero 2.2% and influenza NS1A 0%.
COc1ccc(C(=O)Nc2cc(C(C)=O)c(C)oc2=O)cc1 was read as tuberculosis growth 55%, H37Rv inhibition -4%, VEEV TC-83 Vero 0.6%, Salmonella PhoP GFP -7% and influenza NS1A -17%.

2 successive entries from above:
`CCOC(=O)N1CCN(C(=O)C(NC(=O)c2ccco2)C(C)C)CC1` (centres undefined) gave tuberculosis growth -6%, H37Rv inhibition 54%, VEEV TC-83 Vero 0.2%, Salmonella PhoP GFP 7% and influenza NS1A 2%.
Screening O=C1NC(c2cccc([N+](=O)[O-])c2)Oc2ccccc21 (centres undefined) returned tuberculosis growth -4%, H37Rv inhibition 1%, VEEV TC-83 Vero 0.2%, Salmonella PhoP GFP 5%, influenza NS1A 3% and VEEV TC-83 Vero 10K pilot screen 1.0.

The list continues.
`O=C1CCC(C(=O)O)(c2ccccc2)C1` (centres undefined) gave tuberculosis growth 3%, H37Rv inhibition -1% and Salmonella PhoP GFP -2%.
`COc1ccc(/C=C2\Sc3ccc(C(=O)N4CCCC4)cc3N(C)C2=O)cc1OC` gave tuberculosis growth 11%, H37Rv inhibition 7%, VEEV TC-83 Vero 6.6%, Salmonella PhoP GFP 2% and influenza NS1A 19%.
`CSc1ccc(C(=O)C2CCCN(C(=O)CN3CCOC3=O)C2)cc1` (centres undefined) gave tuberculosis growth -16%, H37Rv inhibition 1%, VEEV TC-83 Vero 3.5%, Salmonella PhoP GFP -8% and influenza NS1A 2%.
Screening COc1cc(NC(=O)CSc2nncn2C)c(C)cc1[N+](=O)[O-] returned tuberculosis growth -2%, H37Rv inhibition -9%, VEEV TC-83 Vero 1.1%, Salmonella PhoP GFP 2% and influenza NS1A 0%.
Cn1c(CNS(=O)(=O)c2ccc(F)cc2)n[nH]c1=S was read as tuberculosis growth -5%, H37Rv inhibition -3%, VEEV TC-83 Vero 4.4%, Salmonella PhoP GFP -2% and influenza NS1A -1%.
Screening CC(C)CC(=O)Nc1cccc(C(C)O)c1 (centres undefined) returned tuberculosis growth 2%, H37Rv inhibition 0% and Salmonella PhoP GFP -14%.
CO/N=C/NC(=O)c1c(OC)ccnc1Oc1cccc(C(F)(F)F)c1 was read as tuberculosis growth 5%, H37Rv inhibition 7%, VEEV TC-83 Vero 1.0%, Salmonella PhoP GFP 1% and influenza NS1A -2%.

Quoted at random: 2 entries already listed, in no set order.
Screening COc1cc(NC(=O)CSc2nncn2C)c(C)cc1[N+](=O)[O-] returned tuberculosis growth -2%, H37Rv inhibition -9%, VEEV TC-83 Vero 1.1%, Salmonella PhoP GFP 2% and influenza NS1A 0%.
Clc1ccc(Cn2cnc3ccccc32)cc1 was read as tuberculosis growth 33%, H37Rv inhibition 10%, VEEV TC-83 Vero 0.3%, Salmonella PhoP GFP 8% and influenza NS1A -3%.
